CHRM1 agonist: activates human CHRM1 receptor; hit rate 0.33% among 360,000; activation, % at 3 µM; CHO-K1 hM1, Fluo-8 calcium fluorescence, agonist mode; 0% DMSO, 100% acetylcholine EC100; AID 588814;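 active means activation above the run's mean compound activation plus 3 SD, cut at about 16% in these data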;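 further: peak over basal fluorescence ratio within a 140 s kinetic read after compound addition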
Target sequence (P11229 whole entry, looked up): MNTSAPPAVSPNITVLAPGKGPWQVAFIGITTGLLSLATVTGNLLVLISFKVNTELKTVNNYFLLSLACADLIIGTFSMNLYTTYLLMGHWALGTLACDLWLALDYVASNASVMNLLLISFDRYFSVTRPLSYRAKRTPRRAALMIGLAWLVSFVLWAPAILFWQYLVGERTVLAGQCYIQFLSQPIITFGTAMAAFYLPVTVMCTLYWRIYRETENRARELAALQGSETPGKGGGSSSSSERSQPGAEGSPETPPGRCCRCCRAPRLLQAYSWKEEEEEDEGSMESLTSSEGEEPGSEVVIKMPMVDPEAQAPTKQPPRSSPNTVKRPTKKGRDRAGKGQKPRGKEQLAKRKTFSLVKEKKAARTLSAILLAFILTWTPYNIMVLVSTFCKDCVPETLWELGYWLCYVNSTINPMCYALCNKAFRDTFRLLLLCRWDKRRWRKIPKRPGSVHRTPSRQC
M1 PAM: positive allosteric modulators of human M1 muscarinic receptor; hit rate 0.088% among 360,000; CHO-K1 hM1, Fluo-8 calcium fluorescence, ACh EC20; 0% = ACh EC20, 100% = maximal ACh; activation, % at 3 µM; in the data active means activation above about 19%, passing the limit was not always enough
CHO-K1 Ca antag: M1 antagonist counterscreen hit in parental CHO-K1 cells. inhibition, % at 3 µM. ATP-induced calcium, Fluo-8 fluorescence. hit rate 0.6% among 360,000;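 active means inhibition above a per-plate cutoff, the plate's mean sample inhibition plus 3 SD, cut at about 24% in these data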;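 further: 0% = DMSO plus EC80 ATP and 100% = DMSO alone without ATP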
CHO parental Ca: counter-screen: ATP calcium response change in parental CHO cells; parental CHO-K1, ATP-induced calcium, Fluo-8 fluorescence; inhibition, % at 5.6 µM; hit rate 0.63% among 330,000; AID 463079;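 active means inhibition above that plate's mean sample inhibition plus 3 SD, cut at about 26% in these data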;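 further: 0% = ATP-challenged DMSO wells and 100% = DMSO wells without ATP; some compounds past the cut are filed as inactive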
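Assay system – parental CHO cells · Reagent – ATP stimulus · Detection – intracellular calcium via Fluo-8 no-wash fluorescent dye · Evaluation – percent inhibition of ATP-evoked calcium rise, normalized to controls · Controls – ATP wells versus no-ATP DMSO wells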
OXTR potentiate: human OXTR potentiation. P30559. CHO-OTR cells, Fluo-8 calcium fluorescence, potentiator mode; 0% = oxytocin EC15, 100% = EC100. activation, % at 3 µM. hit rate 0.061% among 320,000. AID 2445;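 active means activation above that plate's cutoff, the mean activation of tested compounds plus 3 SD, cut at about 6.6% in these data, passing the limit was not always enough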;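 further: 100% uses oxytocin at 75 nM as the full agonist control; some results filed as inactive read as strong as hits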
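System: human OTR in CHO cells / Also added: sub-maximal oxytocin, roughly EC15 / Control set: EC15 oxytocin low, 75 nM oxytocin high / Schedule: 6 min compound pre-incubation at room temperature, 100 s kinetic read / Compound: single-point 3.0 µM / Replication: singlicate / Technique: Fluo-8 calcium dye fluorescence / Read-out basis: % activation of max/min ratio relative to oxytocin controls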
CHO-K1 Ca ag: counter-screen for M1 agonists: effect in parental CHO-K1 cells; Fluo-8 calcium fluorescence; scaled to maximal ATP response, vehicle zero; activation, % at 3 µM; hit rate 0.48% among 360,000; AID 602248; in the data active means activation above about 15%;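 further: untransfected CHO-K1 host cells lacking M1 receptor as counterscreen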
CHRM4 agonist: CHRM4 agonism in calcium assay; P08173; CHO-K1 hM4/Gqi5, Fluo-8 calcium fluorescence; vehicle 0%, full acetylcholine response 100%; activation, % at 3 µM; hit rate 0.14% among 360,000; AID 624127;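 active means activation above the run mean over all test wells plus 3 SD, cut at about 32% in these data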;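 further: peak over basal fluorescence ratio per well then scaled between controls; 0% = DMSO wells and 100% = acetylcholine at EC100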
Target sequence (P08173 whole entry, looked up): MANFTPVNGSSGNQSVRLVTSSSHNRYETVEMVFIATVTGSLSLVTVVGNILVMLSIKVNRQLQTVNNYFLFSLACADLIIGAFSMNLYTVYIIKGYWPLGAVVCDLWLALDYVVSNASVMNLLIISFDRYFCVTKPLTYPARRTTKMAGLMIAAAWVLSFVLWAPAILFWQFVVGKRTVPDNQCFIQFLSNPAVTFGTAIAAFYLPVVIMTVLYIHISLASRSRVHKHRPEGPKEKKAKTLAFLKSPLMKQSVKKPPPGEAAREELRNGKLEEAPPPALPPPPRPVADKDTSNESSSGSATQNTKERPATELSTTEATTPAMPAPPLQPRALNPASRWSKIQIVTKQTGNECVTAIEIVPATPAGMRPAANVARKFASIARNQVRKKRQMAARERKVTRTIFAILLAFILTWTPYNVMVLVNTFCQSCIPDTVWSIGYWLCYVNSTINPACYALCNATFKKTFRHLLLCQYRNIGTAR
M4 antag: antagonists of human muscarinic M4 receptor (CHRM4). hit rate 0.73% among 360,000. P08173. inhibition, % at 3 µM. CHO-hM4 cells, ACh EC80, Fluo-8 calcium fluorescence. AID 624125;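 active means inhibition above its plate's cutoff, the mean inhibition of sample wells plus 3 SD, cut at about 27% in these data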;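 further: 0% = acetylcholine EC80 with DMSO and 100% = DMSO without agonist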
CHRM1 antagonist: human CHRM1 antagonism; P11229; inhibition, % at 3 µM; CHO-K1 hM1, Fluo-8 calcium fluorescence, ACh EC80 antagonist; hit rate 1.3% among 360,000;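 active means percent inhibition above its own plate's cutoff, namely the mean of that plate's compound wells plus 3 SD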;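 further: peak over basal fluorescence ratio during 140 s after agonist addition; 0% = ACh EC80 plus DMSO and 100% = DMSO alone without agonist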
Numbers without * were called inactive; x = not tested or not shown.

SMILES	CHRM1 agonist	M1 PAM	CHO-K1 Ca antag	CHO parental Ca	OXTR potentiate	CHO-K1 Ca ag	CHRM4 agonist	M4 antag	CHRM1 antagonist
Cc1ccc(S(=O)(=O)c2ccc([N+](=O)[O-])cn2)cc1	-2	-3	15	27	-4	0.2	1	20	16
CCOc1ccc(-c2cc(C(=O)O)c3ccccc3n2)c(OCC)c1	-5	1	-15	0	-1	0.5	-1	7	-4
Cn1ccc2ccc(C3=CC(=O)C[C@H](c4ccc(F)cc4)C3)cc21	-3	7	-8	-24	-6	-0.1	4	-6	8
COc1ccc(OC)c(CN2CCC(Cc3ccccc3)CC2)c1	-6	0	-15	-13	-6	1.1	3	3	-16
O=C1c2ccccc2NC2(CCCC2)N1NS(=O)(=O)c1ccccc1	-6	-4	3	-19	-9	-0.3	1	-8	5
O=C1C=C(c2ccc(Cl)cc2)OC2(CCCC2)O1	-5	1	-9	-1	-13	0.5	0	-4	-6
O=C(O)C(Cc1c[nH]c2ccccc12)NS(=O)(=O)c1cccc2nsnc12 (stereo not given)	-7	-3	-7	-6	-6	0.1	0	8	8
CCc1cccc(NC(=S)N(CCOC)C(C)c2ccco2)c1 (stereo not given)	-3	4	5	-10	-4	-0.1	0	5	-7
Cc1ccc(SC(C)C(=O)NCCC2=CCCCC2)cc1 (stereo not given)	-5	6	-9	-6	-6	0.0	-2	9	-5
O=C(O)c1ccccc1C(=O)Nc1ccc(Oc2ccccc2)cc1	-8	0	-1	-13	-6	0.2	0	-6	-3
Cc1c(Cl)cccc1NC(=O)CSc1nccn1C	-2	14	-9	-5	-7	0.9	1	1	-14
O=C(Cn1nc(C(=O)O)c2ccccc2c1=O)c1cc(F)ccc1F	-2	2	-8	5	-11	1.0	-1	-1	-1
COC(=O)C1=C(C(=O)OC)[C@]2([C@@H]3CC=CCN[C@@H](Cc4ccccc4)C(=O)N3Cc3ccccc3)C=C[C@H]1O2	-7	0	-21	x	x	-0.1	2	-4	6
O=C(COC(=O)c1ccc(Br)cc1)NCC1CCCO1 (stereo not given)	0	-10	-5	-3	-3	3.1	14	4	17
CCN1C[C@@H]2[C@@H]3C(=O)N(Cc4ccccc4)C(=O)[C@@H]3[C@](CC)(C1=O)N2C(=O)c1ccc(Cl)c(Cl)c1	-2	1	-14	x	x	0.2	1	-7	-4
O=C(C#Cc1ccccc1)Nc1ccc(F)cc1	-5	1	-7	-5	3	0.2	0	-1	1
CCCCS(=O)CC(O)COCC (stereo not given)	-3	-1	-16	-3	1	-0.2	0	-6	-1
Cc1cccc(N2CCN(C(=O)Cc3ccc(-n4c(=O)[nH]c5ccsc5c4=O)cc3)CC2C)c1 (stereo not given)	-2	0	3	-24	-8	1.9	3	1	0
O=C(NCCc1csc(-c2cccnc2)n1)c1ccccc1	-2	3	-13	-9	-5	2.3	4	-5	-11
Cc1csc2ncnc(N3CCN(C(=S)Nc4ccc(F)cc4F)CC3)c12	12	-6	15	15	-17	13	15	14	22
Fc1ccc(CN2C3=NCCCN3c3ccccc32)cc1	-7	5	1	-11	2	0.5	0	9	-2
CCN(CC)C(=O)CSc1ncnc2sc(-c3ccccc3)cc12	-3	-1	-4	-2	-3	1.4	4	5	7
CCc1nc2c(OCC3COc4ccccc4O3)cccn2c1N(C)C(=O)c1cccs1 (stereo not given)	-9	1	31*	x	x	-0.1	1	-13	-15
COc1ccc(-n2nnnc2SCC(=O)c2cccc(OC)c2)cc1	-3	2	-15	-4	-7	0.1	1	3	-20
CCOc1cc(NC(=O)C2CC2)c(OCC)cc1NC(=O)CCn1nnc2ccccc21	-3	1	-10	-10	-17	0.4	1	-6	-6
Cc1c(NC(=O)c2ccc(-c3ccccc3)cc2)cccc1C(=O)O	-2	15	-11	-13	0	0.5	0	8	-13
CCOC(=O)c1cnc2c(cnn2C)c1NCCCn1ccnc1	-4	12	-7	-13	-5	0.0	0	9	-8
O=C(CSc1nc(Nc2ccccc2)nc(N2CCOCC2)n1)N1CCc2ccccc21	-2	10	-5	-2	-6	0.1	1	-1	-11
Cn1ccc(C(=O)Nc2sc3c(c2C#N)CCC3)n1	-1	7	15	15	-6	0.6	2	-5	-15
Cc1ccc(NS(=O)(=O)c2ccc3c(c2)n(C)c(=O)n3C)c(C)c1	0	7	0	-6	-15	18*	9	-4	-10
COCc1cc(C)n(CC(=O)Nc2ccc3c(c2)OCO3)c(=O)c1C#N	-4	2	-13	4	0	0.4	3	-33	-1
O=C(COC(=O)C1CCN(C(=O)c2ccc(Cl)cc2)CC1)c1ccco1	-1	1	-18	12	-16	0.1	2	-6	2
CCOC(=O)N1CCN(S(=O)(=O)c2cc(OCC(N)=O)c(C)cc2Cl)CC1	-1	5	-4	1	-9	0.8	2	8	-18
CCC(=O)NC(Nc1sc2c(c1C(=O)OC)CCC2)C(Cl)(Cl)Cl (stereo not given)	-6	5	-2	-23	-3	-0.2	-2	-8	-2
CN(C(=O)OC(C)(C)C)c1ccc(-c2nc3ccccc3s2)cc1	-2	5	-9	-20	-1	0.4	2	0	-7
CC1=CC2(C#N)C3(N=C(N)C2(C#N)C(c2ccccc2)N1)OCCO3 (stereo not given)	0	13	-16	x	x	0.2	1	-7	-14
Cc1cccc(CSc2nc3c(c(=O)n2C)SCC3)c1	-1	-19	28*	0	-22	14	23	30*	55*
COc1ccc(/C=N/NC(=O)C(C)Sc2ccccn2)cc1[N+](=O)[O-] (stereo not given)	-4	5	-4	-10	-12	0.9	1	1	-4
CN(C)c1c(-c2ccccc2)cc(-c2ccccc2)[nH]c1=O	-8	4	-13	x	x	1.7	0	4	-7
Cc1cc(Nc2ccccc2C(=O)O)n(-c2ccc([N+](=O)[O-])cc2)n1	-1	13	15	-1	-6	-0.6	0	-13	-14

Brought forward from above: three compounds, followed by the next part.
SMILES	CHRM1 agonist	M1 PAM	CHO-K1 Ca antag	CHO parental Ca	OXTR potentiate	CHO-K1 Ca ag	CHRM4 agonist	M4 antag	CHRM1 antagonist
COc1ccc(/C=N/NC(=O)C(C)Sc2ccccn2)cc1[N+](=O)[O-] (stereo not given)	-4	5	-4	-10	-12	0.9	1	1	-4
CN(C)c1c(-c2ccccc2)cc(-c2ccccc2)[nH]c1=O	-8	4	-13	x	x	1.7	0	4	-7
Cc1cc(Nc2ccccc2C(=O)O)n(-c2ccc([N+](=O)[O-])cc2)n1	-1	13	15	-1	-6	-0.6	0	-13	-14
COc1ccccc1-c1nc(COc2ccc(Cl)cc2Cl)no1	-1	7	-7	-18	-4	1.3	1	0	-3
COc1cccc(CN2CC(C(=O)NCCOc3ccccc3F)CCC2=O)c1 (stereo not given)	-2	2	-10	-14	5	0.4	2	-4	-6
O=C(NC(=S)NCc1ccc(F)cc1)c1ccccc1	-5	4	7	-9	-8	-0.4	-3	4	-10
Brc1cc2c(cc1COc1ccc(-c3nn[nH]n3)cc1)OCO2	0	11	-2	-10	-11	2.0	2	4	-44
CC(C)c1ccc(C2(C)NC(=O)N(CC(=O)N3CCN(C(=O)c4cccs4)CC3)C2=O)cc1 (stereo not given)	0	3	-11	-15	-6	3.2	6	5	1
O=C(COc1ccc(Br)cc1)NNC(=S)NCc1ccccc1	0	8	-3	-19	-22	1.5	3	-2	-12
CSCC[C@H](NC(=O)C1CCN(C(=O)[C@H](Cc2ccccc2)NS(=O)(=O)c2ccc(C)cc2)CC1)C(=O)O	-7	7	1	-5	-7	-0.2	0	-9	-5
CC(C)OCCCNC(=O)c1ccc(CS(=O)(=O)c2cccc(C(F)(F)F)c2)o1	-2	5	-4	-14	-1	1.1	2	2	-8
CCOc1ccccc1N(CC(=O)Nc1ccccc1Br)S(=O)(=O)c1ccccc1	-4	-8	0	x	x	0.8	-1	-9	0
Cn1cnc2c1c(=O)n(Cc1ccc(F)cc1Cl)c(=O)n2C	1	4	10	1	1	0.2	2	3	2
Cc1ccc(N2C(=O)CC(NNC(=O)Cc3ccc(F)cc3)C2=O)cc1Cl (stereo not given)	0	6	-12	-11	-6	2.5	2	1	-22
CN(C)c1ccc(NC(=O)Nc2nnc([C@H]3C[C@H](O)[C@@H](CO)O3)s2)cc1	-2	9	-12	x	x	-0.2	1	-30	-10
O=C(N/N=C/c1ccc(N2CCCC2)c([N+](=O)[O-])c1)c1cccnc1	-3	3	-14	-16	-9	1.4	2	-9	-3
CC1CCCC(C)N1CCNC(=O)Cn1nc(-c2ccccc2)ccc1=O (stereo not given)	-14	8	-24	-11	-3	0.6	2	-3	-17
O=C(O)C1CCC(Cn2c(SCc3cc(=O)n4cc(Br)ccc4n3)nc3ccsc3c2=O)CC1 (stereo not given)	-12	8	-6	-16	-9	0.7	0	-3	-4
O=C(OC1CCCCC1)c1ccc(NC(=O)C2CCCCC2)cc1	-3	-13	16	-7	-13	2.8	2	-6	17
COC(=O)c1ccc(C2/C(=C(\O)c3cccc(OC)c3)C(=O)C(=O)N2CCCN2CCOCC2)cc1 (stereo not given)	-7	4	-1	-13	-3	0.0	2	-1	-2
O=[N+]([O-])c1cc(Cl)c(O)c2ncccc12	-8	13	12	x	x	0.9	0	1	1
O=C(COC(=O)CCOc1ccccc1)Nc1ncc(Cl)cc1Cl	-6	5	-9	-6	-5	0.9	2	-2	4
CCC(C)(C)NC(=O)CN(Cc1ccc(F)cc1)C(=O)CCC(=O)Nc1ccccn1	-3	11	-17	-2	8	0.9	0	3	-3

M4 antag, hit marks shown above
| canonical_smiles | CHRM1 agonist | M1 PAM | OXTR potentiate | CHRM4 agonist | M4 antag | CHRM1 antagonist |
| --- | --- | --- | --- | --- | --- | --- |
| Cc1cccc(CSc2nc3c(c(=O)n2C)SCC3)c1 | -1 | -19 | -22 | 23 | 30* | 55* |

Other entries:
SMILES	CHRM1 agonist	M1 PAM	CHO-K1 Ca antag	CHO parental Ca	OXTR potentiate	CHO-K1 Ca ag	CHRM4 agonist	M4 antag	CHRM1 antagonist
CCNC(=O)C(=O)NCC1OCCCN1S(=O)(=O)c1ccc(F)cc1C (stereo not given)	0	12	10	-11	-5	-0.2	1	-17	-13
O=C(Nc1cccc(S(=O)(=O)N2CCOCC2)c1)c1ccc(Cl)nc1	-1	0	-12	-11	-9	8.6	20	-11	-3
COc1ccccc1OCc1cc(C(=O)N(C)CCC2CCCCO2)no1 (stereo not given)	-2	2	-12	-6	-1	1.9	5	-25	-8
CC1CN(C(=S)Nc2cccc([N+](=O)[O-])c2)CC(C)O1 (stereo not given)	-2	2	-5	x	x	1.2	4	-8	3
O=C(NNC(=O)C12CC3CC(CC(C3)C1)C2)c1cnccn1	-2	5	-5	-7	1	0.2	1	-13	-5
COC1(OC)N=C(N)C2(C#N)C(c3ccc(C)cc3)C12C#N (stereo not given)	-1	3	18	-7	-18	0.4	0	2	6
Cc1nnc2n(c1=O)C(CS(=O)(=O)c1ccccc1)CS2 (stereo not given)	-5	5	6	6	-5	0.4	-1	-1	-11
O=c1cc(O)c2c(=O)n(-c3ccccc3)c3ccccc3c2o1	-2	0	-8	2	-12	0.3	1	5	-7
O=C(COc1ccc(Cl)cc1Cl)N/N=C/c1ccc[nH]1	-3	1	-14	2	-6	2.6	2	1	-9
CCOC(=O)Cc1nnc(NC(=O)CSc2ccccc2)s1	7	14	3	-9	-14	1.4	1	-4	-12
F[B-](F)(F)COCc1ccccc1Br	-2	9	-9	x	x	0.3	0	3	-13

High-throughput results (PubChem BioAssay)
